Gal4-VP16 FLuc – VP16 counterscreen qHTS for inhibitors of ROR gamma transcriptional activity | Drosophila S2 Gal4-VP16 UAS-luciferase, luminescence, 20 h | Potency, µM (highest dose often 53.6 µM), for the others: top-dose activity, negative = inhibition, usual class: inhibitors | actives 3.5% (n = 310,000) | AID 2546, 2010;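 also: Gal4-VP16 expression switched on by copper sulfate through the metallothionein promoter; potency is read from the fitted curve at half-maximal effect; % is scaled to controls: 0 for no effect and ±100 for the full control effect; nearly all actives have a fitted effect of over 50% in size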
uPA surface inh – qHTS for Inhibitors of Cell Surface uPA Generation; cell surface uPA generation assay, qHTS; actives 0.31% (n = 330,000); Potency, µM (titrated, usually from 38.3 µM), for inactives: top-dose activity change, negative = inhibition, most hits filed as inhibitors; AID 540303, 2011; active = well fitted inhibition curve with a large enough effect; inconclusive = small, poorly fitted or top-dose-only effect; inactive = no such curve, though single readings can be large or run the other way; tested in mouse RAW 264.7 cells; also: potency is read from the fitted curve at half-maximal effect; % is scaled to controls: 0 for no effect and ±100 for the full control effect; nearly all actives have a fitted effect of over 55% in size
ELG1 genotoxic – qHTS screen for small molecules that induce genotoxicity in human embryonic kidney (HEK293T) cells expressing luciferase-tagged ELG1; Potency, µM (titrated, usually from 46 µM), for inactives: at the top dose activity change, positive = activation, actives largely listed as activators; actives 1.3% (n = 330,000); AID 504466, 2011; HEK293T ELG1-luciferase reporter, luminescence, 16 h; also: potency is read from the fitted curve at half-maximal effect; % of control where 0% means no effect; nearly all actives have a fitted effect of over 60% in size
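16 hr compound incubation (37 °C, 5% CO2) of HEK293T cells carrying luciferase-tagged ELG1; luciferase then measured by ONE-Glo luminescence after 30 min at RT.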
Rab9 promoter act – qHTS Assay for Rab9 Promoter Activators; Potency, µM (doses to about 9.22 µM), for inactives: at the highest dose activation, negative = inhibition, actives largely listed as activators; Huh7 Rab9 promoter-luciferase reporter, luminescence, 24 h; actives 2.8% (n = 320,000); AID 485297, 2010; also: potency is read from the fitted curve at half-maximal effect; % of control where 0% means no effect; nearly all actives have a fitted effect of over 60% in size
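Huh7 reporter line, Rab9 promoter upstream of luciferase. Compound exposure 24 h at 37 °C in reduced-serum medium with 10% FBS. Read-out: luminescence.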
NPC1 promoter act – qHTS Assay for NPC1 Promoter Activators | Huh7 NPC1 promoter luciferase reporter, 24 h | Potency, µM (top dose mostly 9.22 µM), inactives show at the top dose activation, usual class: activators | actives 2.4% (n = 320,000);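 also: potency is read from the fitted curve at half-maximal effect; % of control where 0% means no effect; nearly all actives have a fitted effect of over 60% in size; reporter is driven by a mutant NPC1 promoter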
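Stable NPC1-promoter luciferase Huh7 line; cpd (DMSO) 24 h, 37 °C, 5% CO2; Amplite luciferase reagent 10 min RT; luminescence readout. qHTS format.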
Tb PFK inh – qHTS Assay to Find Inhibitors of T. brucei phosphofructokinase; ATP-dependent 6-phosphofructokinase (Trypanosoma brucei brucei), O15648; T. brucei PFK, ADP-Glo luminescence; Potency, µM (top dose mostly 57.5 µM), for the others: at the highest dose activity, negative = inhibition, usual class: inhibitors; actives 0.17% (n = 330,000); AID 485367, 2010;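 also: potency is read from the fitted curve at half-maximal effect; 0% = uninhibited 1x PFK enzyme wells and -100% = no-enzyme wells; nearly all actives have a fitted effect of over 60% in size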
Target sequence (O15648 whole entry, looked up): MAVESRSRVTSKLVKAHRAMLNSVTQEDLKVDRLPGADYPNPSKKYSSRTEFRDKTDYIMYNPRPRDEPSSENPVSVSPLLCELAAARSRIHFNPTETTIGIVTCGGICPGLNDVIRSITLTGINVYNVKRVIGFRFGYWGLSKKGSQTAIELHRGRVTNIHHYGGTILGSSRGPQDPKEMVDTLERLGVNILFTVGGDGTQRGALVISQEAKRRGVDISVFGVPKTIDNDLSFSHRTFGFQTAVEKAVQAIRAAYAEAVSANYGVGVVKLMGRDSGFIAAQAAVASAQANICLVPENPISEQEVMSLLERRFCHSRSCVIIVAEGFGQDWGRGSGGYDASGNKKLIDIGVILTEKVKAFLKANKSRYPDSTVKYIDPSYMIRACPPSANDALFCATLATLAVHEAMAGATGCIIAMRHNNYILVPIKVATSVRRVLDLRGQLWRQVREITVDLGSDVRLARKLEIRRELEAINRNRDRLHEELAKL
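Activity is normalized to no-enzyme wells (full inhibition) and 1.25 nM enzyme wells (no inhibition). Reaction: 0.5 mM F6P, 0.1 mM ATP, 45 min RT, ADP-Glo luminescence; concentration-response curves fitted and classed by quality.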
Coupling enz – qHTS Assay for Inhibitors of Fructose-1,6-bisphosphate Aldolase from Giardia Lamblia: Coupling assay counterscreen | coupling enzyme system counterscreen, AmpLite Red fluorescence | activity change, negative = inhibition, % at 58.2 µM, hits read low | actives 0.67% (n = 290,000) | AID 2472, 2010; in the data active = activity change below about -30%; also: % is scaled to controls: 0 for no effect and ±100 for the full control effect
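Fluorescence at 525 nm excitation and 598 nm emission measured inhibition of the coupled detection system without aldolase. Compounds (at 57.5 uM final) were preincubated 10 min at room temperature with coupling enzyme reagent before a 20 min substrate/AmpLite Red step.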
KCNH2 3.1 block – qHTS for Inhibitors of KCHN2 3.1: Mutant qHTS; AID 720553, 2013; actives 0.95% (n = 340,000); U2OS KCNH2 3.1, thallium flux FluxOr; stronger effect = lower value; Potassium voltage-gated channel subfamily H member 2, brain isoform KCNH2 3.1 (human); activity change, % (tested at about 1.8 µM);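 active = maximum activity change below -70%; inconclusive = maximum activity change from -70% to -50%; inactive = maximum activity change above -50%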;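 also: thallium influx rate constant from kinetic fluorescence after stimulation buffer; % is scaled to controls: 0 for no effect and ±100 for the full control effect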
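Thallium flux read-out: FluxOr dye with Red40 quencher in HBSS/HEPES, 45 min at RT. Rate constants from kinetic reads were normalized to positive and negative DMSO controls. Cells: U2OS virally expressing the 3.1 isoform.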
RORgamma inh – qHTS for inhibitors of ROR gamma transcriptional activity; Drosophila S2 Gal4-RORgamma UAS-luciferase reporter, 20 h; AID 2551, 2010; Potency, µM (highest dose often 53.6 µM), inactives show top-dose activity change, negative = inhibition, hits mostly inhibitors; actives 5.4% (n = 310,000); also: potency is read from the fitted curve at half-maximal effect; % is scaled to controls: 0 for no effect and ±100 for the full control effect; nearly all actives have a fitted effect of over 60% in size
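ROR gamma transcriptional activity was tracked as Gal4-UAS luciferase output in stably transfected Drosophila Schneider cells, with compound added 1 hr before 700 uM copper sulfate induction and a 20 hr ambient-temperature incubation.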
Giardia kill – Small Molecules that selectively kill Giardia lamblia: qHTS. actives 0.15% (n = 340,000). activity change, % at 7.66 µM, hits read low. Giardia lamblia trophozoite viability; in the data active = activity change below about -80%; inconclusive = between about -30% and that limit;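 also: parasites exposed to compound for two days anaerobically before the ATP read; % is scaled to controls: 0 for no effect and ±100 for the full control effect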
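Viability, read as ATP luminescence: trophozoites at 100 cells/well, compound added, 48 hrs anaerobic at 37 deg C, then 15-30 min room-temperature development before reading.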
FLuc modulator – qHTS profiling assay for firefly luciferase inhibitor/activator using purifed enzyme and Km concentrations of substrates (counterscreen for miR-21 project); Luciferin 4-monooxygenase (Photinus pyralis), P08659; purified FLuc, Km substrates, luminescence inhibition; Potency, µM (titrated, usually from 57.5 µM), inactives show at the top dose activity change, negative = inhibition, most hits filed as inhibitors; actives 6.9% (n = 360,000); AID 588342, 2011;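 also: potency is read from the fitted curve at half-maximal effect; plate controls were vehicle for no effect and reference inhibitor for full effect; nearly all actives have a fitted effect of over 55% in size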
Target sequence (P08659 whole entry, looked up): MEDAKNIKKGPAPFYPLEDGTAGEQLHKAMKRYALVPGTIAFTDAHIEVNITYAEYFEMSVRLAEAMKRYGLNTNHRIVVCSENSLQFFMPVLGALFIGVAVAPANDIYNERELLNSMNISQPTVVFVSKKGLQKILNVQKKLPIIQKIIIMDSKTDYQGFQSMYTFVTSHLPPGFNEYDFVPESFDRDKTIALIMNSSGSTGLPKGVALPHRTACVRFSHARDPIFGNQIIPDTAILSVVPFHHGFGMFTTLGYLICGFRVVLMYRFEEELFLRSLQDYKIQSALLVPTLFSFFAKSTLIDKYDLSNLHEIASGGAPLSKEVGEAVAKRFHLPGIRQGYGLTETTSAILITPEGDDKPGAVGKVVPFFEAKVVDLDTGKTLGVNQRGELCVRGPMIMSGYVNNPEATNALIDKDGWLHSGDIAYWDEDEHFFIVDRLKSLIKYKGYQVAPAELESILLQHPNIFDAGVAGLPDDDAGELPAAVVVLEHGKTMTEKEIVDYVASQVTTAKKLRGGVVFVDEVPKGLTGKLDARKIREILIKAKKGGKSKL
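Purified P. pyralis luciferase (10nM final) with 10uM D-luciferin and 10uM ATP (Km levels) in 50mM Tris acetate pH 7.5, 10mM Mg acetate, 0.01% Tween-20, 0.05% BSA; qHTS 6-point titration, ~60 µM downward; luminescence read.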
The depositor's hits bear a star; ? = inconclusive; . = not tested or not shown; & = joins results of further samples; [ ] = dose if it differs, or a comment. Unless noted, calls follow the shape of the dose curve; as a rule, active = well fitted curve in the direction sought with a large enough effect; inconclusive = small, poorly fitted or top-dose-only effect, or another doubt; inactive = no such curve, though single readings can be large; an effect the other way counts as inactive or inconclusive.

SMILES	Gal4-VP16 FLuc	uPA surface inh	ELG1 genotoxic	Rab9 promoter act	NPC1 promoter act	Tb PFK inh	Coupling enz	KCNH2 3.1 block	RORgamma inh	Giardia kill	FLuc modulator
CCOc1cc(/C=N\NC(=O)CN2CCOCC2)ccc1OCc1ccc(F)cc1	0%	8%	0%	-6%	-7%	-1%	0	3	35%	-3	5%
CCSC(=Nc1ccccc1)C1=C(O)COC1=O	-2%	-2%	-1%	-6%	-4%	-2%	5	-22	0%	11	0%
CCCC(=O)Nc1nc(C)c(-c2csc(Nc3ccc(Cl)cc3)n2)s1	?	-20%	-7%	4%	-3%	0%	0	-9	?	26	?
CC1Cc2nc(SCC(=O)N3CCCC3)n(C)c(=O)c2S1 (stereo not given)	-12%	5%	-13%	-5%	1%	-1%	3	-3	-10%	-6	3%
O=C(COc1cc2oc(=O)cc(-c3ccccc3)c2cc1Cl)NC(Cc1c[nH]c2ccc(O)cc12)C(=O)O (stereo not given)	-4%	32%[activator]	-3%	1%	0%	-9%	5	-2	16%	8	-16%
O=C(NCC12CC3CC(CC(C3)C1)C2)c1nc2ncccn2n1	0%	-4%	2%	1%	-4%	-2%	6	3	18%	-7	1%
CCc1cccc(CC)c1-n1c(SCC(=O)c2c(N)n(C)c(=O)n(C)c2=O)nnc1-c1cccnc1	0%	-7%	4%	-5%	0%	-3%	-1	-6	23%	4	3%
Oc1ccc2ccccc2c1C=Nc1ccc(Cl)cn1	1%	-1%	-1%	-6%	0%	-28%	-46*	-114*	?	-8	-15%
CN1C(=O)/C(=C\c2ccccc2)Sc2ccc(C(=O)N3CCN(c4ccccn4)CC3)cc21	-7%	.	-6%	6%	-5%	0%	0	.	35%	.	?
CCOc1ccc(CN2CCN(Cc3cccc4nonc34)CC2CCO)cc1 (stereo not given)	-6%	1%	-1%	?	0%	-4%	-2	-116*	1%	-9	1%
Cc1cc(S(=O)(=O)n2[nH]c(=O)c(CCO)c2C)c(Cl)cc1Cl	-11%	-26%	-1%	4%	-2%	-10%	.	4	38%	14	-2%
Cc1ccc2cc(CN(Cc3nnnn3Cc3ccco3)CC3CCCO3)c(=O)[nH]c2c1C (stereo not given)	-9%	-4%	-3%	-4%	-1%	0%	-2	-5	-38%	-10	3%

8 of these compounds, reformatted:
Below each compound: Gal4-VP16 FLuc, uPA surface inh, ELG1 genotoxic, Rab9 promoter act, NPC1 promoter act, Tb PFK inh, Coupling enz, KCNH2 3.1 block, RORgamma inh, Giardia kill, FLuc modulator
O=C(COc1cc2oc(=O)cc(-c3ccccc3)c2cc1Cl)NC(Cc1c[nH]c2ccc(O)cc12)C(=O)O (stereo not given)
 : -4%, 32%[activator], -3%, 1%, 0%, -9%, 5, -2, 16%, 8, -16%
O=C(NCC12CC3CC(CC(C3)C1)C2)c1nc2ncccn2n1
 : 0%, -4%, 2%, 1%, -4%, -2%, 6, 3, 18%, -7, 1%
CCc1cccc(CC)c1-n1c(SCC(=O)c2c(N)n(C)c(=O)n(C)c2=O)nnc1-c1cccnc1
 : 0%, -7%, 4%, -5%, 0%, -3%, -1, -6, 23%, 4, 3%
Oc1ccc2ccccc2c1C=Nc1ccc(Cl)cn1
 : 1%, -1%, -1%, -6%, 0%, -28%, -46*, -114*, ?, -8, -15%
CN1C(=O)/C(=C\c2ccccc2)Sc2ccc(C(=O)N3CCN(c4ccccn4)CC3)cc21
 : -7%, ., -6%, 6%, -5%, 0%, 0, ., 35%, ., ?
CCOc1ccc(CN2CCN(Cc3cccc4nonc34)CC2CCO)cc1 (stereo not given)
 : -6%, 1%, -1%, ?, 0%, -4%, -2, -116*, 1%, -9, 1%
Cc1cc(S(=O)(=O)n2[nH]c(=O)c(CCO)c2C)c(Cl)cc1Cl
 : -11%, -26%, -1%, 4%, -2%, -10%, ., 4, 38%, 14, -2%
Cc1ccc2cc(CN(Cc3nnnn3Cc3ccco3)CC3CCCO3)c(=O)[nH]c2c1C (stereo not given)
 : -9%, -4%, -3%, -4%, -1%, 0%, -2, -5, -38%, -10, 3%

Next records:
SMILES	Gal4-VP16 FLuc	uPA surface inh	ELG1 genotoxic	Rab9 promoter act	NPC1 promoter act	Tb PFK inh	Coupling enz	KCNH2 3.1 block	RORgamma inh	Giardia kill	FLuc modulator
CCCCOC(=O)NC(NCC(O)c1ccccc1)(C(F)(F)F)C(F)(F)F (stereo not given)	-10%	6%	-11%	1%	-4%	-3%	2	-2	13%	5	1%
CC1(C)OC(=O)N(CC(=O)Nc2cccc(C(F)(F)F)c2)C1(C)O (stereo not given)	7%	2%	-11%	-5%	-13%	-4%	-4	5	2%	1	4%
CNC(=O)c1ccc2snnc2c1	1%	1%	-7%	-2%	-1%	-6%	-2	-4	4%	-14	-1%
Cn1cccc1C(=S)N=P(C1CCCCC1)(N1CCOCC1)N1CCOCC1	6%	5%	0%	-4%	-1%	2%	-1	5	5%	-3	-1%
CCOc1cccc(-c2c(C(=O)N/N=C(\C)c3ccncc3)nnn2-c2nonc2N)c1	0%	0%	-6%	-8%	0%	4%	.	5	23%	25	1%
CC[C@H]1C/C=C\Cc2ccccc2[C@@H](C(=O)C[C@@H](O)CC(C)=O)OC1=O	.	10%	0%	.	.	0%	.	4	.	-2	.
CCCCCCSc1nc(O)c(C2OC(=O)c3c2ccc(OC)c3OC)c(=O)n1-c1ccccc1 (stereo not given)	10%	4%	-1%	9%	-3%	1%	15	26	8%	-7	3%
Cc1ccc(CN2CCN(Cc3ccc(-n4cccn4)cc3C)CC2CCO)cc1 (stereo not given)	-5%	4%	-7%	-5%	-1%	0%	0	-158*	?	-2	1%
CCOC(=O)Cc1csc(NC(=O)Cc2ccc(Cl)cc2)n1	-12%	-2%	-9%	-3%	1%	1%	0	10	44%	1	-24%
O=c1[nH]c(CN2CCCCC2)nc2ccccc12	-8%	3%	1%	7%	10%	-3%[0.46 µM]	0	.	15%	-1	-1%
O=C(O)CCc1ccc(-c2ccc(Cl)cc2)n1NC(=O)c1ccc(O)cc1	-3%	8%	1%	-4%	-6%	-2%	24	3	-11%	27	-13%
c1cncc(Cc2cc3ccccc3[nH]2)c1	9%	20%	-1%	1%	-3%	?	-2	1	34%	-10	1%
O=C(NCCCN1CCOCC1)C(=O)N/N=C/c1c2ccccc2cc2ccccc12	-5%	-6%	?	-3%	-4%	-2%	-3	-10	32%	6	12%
O=C1c2ccccc2C(=O)N1CCOc1ccccc1Cl	-3%	-1%	0%	-1%	-2%	-5%	.	12	-4%	17	-1%
O=c1c(Cc2ccc(F)cc2)c(O)ccn1Cc1ccco1	4%	6%	0%	13%	-3%	-1%	-2	11	6%	8	-7%
O=C(CCN1C(=O)S/C(=C/c2ccccc2)C1=O)Nc1ccc(O)c(C(=O)O)c1	-3%	2%	0%	0%	-2%	-1%	.	4	-2%	2	?
COc1ccc(CNC(=O)C2CC(c3cccc([N+](=O)[O-])c3)=NO2)cc1 (stereo not given)	-3%	-3%	13%	28%	26%	1%	-7	-7	3%	5	?
Cn1c(=O)c2c(nc(SCCCO)n2Cc2ccccc2Cl)n(C)c1=O	6%	-4%	2%	2%	-3%	1%	0	-13	-21%	18	3%
Cc1ccc(C(O)(CCN2CCCCC2)c2ccccc2)cc1 (stereo not given)	14%	5%	-2%	2%	-3%	2%	3	-36	-34%	1	-2%
COCCN(C(=O)CCC(=O)Nc1nccs1)C(C(=O)NCCC(C)C)c1ccc(F)cc1 (stereo not given)	3.5µM*	.	1%	-2%	1%	-1%	0	2	2%	-3	0%
O=C(COc1ccc(Br)cc1)OCc1nnc(-c2ccccc2)o1	4%	1%	-3%	7%	2%	1%	0	10	-14%	7	-2%
Cc1cccc(NC(=S)N/C(=N/S(=O)(=O)c2ccccc2)c2ccccc2)c1	?	-3%&-4%	?	16%	1%	2%	5	-5&21	?	2&-18	-8%
Cc1cnc(NC(=O)c2ccc3c(c2)C(=O)N(Cc2ccco2)C3=O)s1	?	0%	0%	1%	0%	-4%	-5	-38	?	-7	?
O=C1CCN(CCc2ccccc2)CCN1CCO	9%	5%	3%	0%	-5%	3%	0	-19	-14%	10	1%
